Source: PubChem (several laboratories)
OPRM1-OPRD1 inv – inverse agonist of human OPRM1-OPRD1 heterodimerization. P35372+P41143. inhibition, % at 9.3 µM. cell-based MOR-DOR heterodimer luminescence, inverse agonism. AID 504357. 340,000 tested, 0.21% active; in the data active means inhibition above about 22%, passing the limit was not always enough;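 further: 0% = cells with DMSO and 100% = wells without cells with DMSO; values of inactives mirror those of a sister screen read the other way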
CAL-PDZ inh HTS – inhibitors of human CAL PDZ peptide binding; Q9HD26; purified CAL PDZ, TMR-peptide fluorescence polarization, 1 h; inhibition, % at 24.9 µM; 300,000 tested, 0.92% active;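 active means mean inhibition of at least 30% with at least half of replicates also reaching 30%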;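 further: 0% = DMSO neutral control and 100% = excess unlabeled competitor peptide PRC23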
HTR5A inv ag – HTR5A inverse agonism, opioid heterodimer counter-screen; inhibition, % at 9.3 µM; HTR5A cell line, luminescence; 340,000 tested, 0.083% active; AID 504634; P47898; in the data active means inhibition mostly above about 23%, no sharp cut-off; inactive means mostly below about 18%;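 further: 0% = cells with DMSO and 100% = no-cell wells with DMSO; some compounds called inactive have numbers as strong as hits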
Target sequence (P47898 whole entry, looked up): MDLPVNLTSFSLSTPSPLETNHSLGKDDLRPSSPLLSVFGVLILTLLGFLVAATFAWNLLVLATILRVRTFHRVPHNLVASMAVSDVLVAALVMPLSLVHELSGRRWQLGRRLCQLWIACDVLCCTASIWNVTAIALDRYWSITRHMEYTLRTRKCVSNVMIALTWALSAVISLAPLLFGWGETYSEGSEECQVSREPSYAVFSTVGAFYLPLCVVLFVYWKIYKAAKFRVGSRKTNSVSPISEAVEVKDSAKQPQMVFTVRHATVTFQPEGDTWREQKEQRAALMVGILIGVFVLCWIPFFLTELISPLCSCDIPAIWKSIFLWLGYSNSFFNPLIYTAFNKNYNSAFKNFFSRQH
HTR5A ag ctr – HTR5A agonism, opioid heterodimer counter-screen. activation, % at 9.3 µM. 340,000 tested, 0.61% active. HTR5A agonist assay, luminescence, cell-based. P47898; in the data active means activation mostly above about 9.5%, no sharp cut-off; inactive means mostly below about 7.6%;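 further: 0% = cells with vehicle only and 100% = reference agonist; strong numbers were not always called active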
RTF Ca sens act – increases calcium sensitivity of human cardiac regulated thin filaments. P19429+P45379. IANBD-labeled TnC RTF fluorescence at EC20 calcium; 0% EC20 calcium, 100% full calcium. activation, % at 7.2 µM. 340,000 tested, 0.24% active. AID 493008;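 active means activation above the mean over all tested compounds plus 3 SD, cut at about 30% in these data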;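 further: rise in fluorescence read as greater calcium sensitivity of cardiac thin filaments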
LANA DNA inh – inhibitors of KSHV LANA C-terminal domain DNA binding. inhibition, % at 9 µM. 340,000 tested, 0.078% active. MBP-C-LANA/FAM-LBS DNA binding, fluorescence polarization;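 active means highest replicate inhibition at or above 60% at 9 µM, even if other replicates fall short; inactive means all replicates below 60% inhibition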;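 further: 0% = neutral control wells and 100% = 4 µM acridine orange control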
OPRM1-OPRD1 ag – OPRM1-OPRD1 heterodimerization agonism; AID 504326; activation, % at 9.3 µM; 340,000 tested, 0.3% active; cells, luminescence; P35372+P41143; in the data active means activation above about 18%;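 further: 0% = vehicle-treated cells and 100% = reference agonist; values of inactives mirror those of a sister screen read the other way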
Keap1 Nrf2 FP – disrupts human Keap1 binding to Nrf2 peptide. inhibition, % at 9.4 µM. 340,000 tested, 0.15% active. AID 504523. Keap1 Kelch-Nrf2 peptide fluorescence polarization, 1536-well; in the data active means inhibition above about 12%;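 further: human Keap1 Kelch domain with fluorescein labeled Nrf2 9mer peptide probe; 0% = neutral control wells and 100% = peptide positive control; higher means more block of Keap1 binding to Nrf2 peptide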
Target sequence (Q14145 whole entry, looked up, the tested form may be a part): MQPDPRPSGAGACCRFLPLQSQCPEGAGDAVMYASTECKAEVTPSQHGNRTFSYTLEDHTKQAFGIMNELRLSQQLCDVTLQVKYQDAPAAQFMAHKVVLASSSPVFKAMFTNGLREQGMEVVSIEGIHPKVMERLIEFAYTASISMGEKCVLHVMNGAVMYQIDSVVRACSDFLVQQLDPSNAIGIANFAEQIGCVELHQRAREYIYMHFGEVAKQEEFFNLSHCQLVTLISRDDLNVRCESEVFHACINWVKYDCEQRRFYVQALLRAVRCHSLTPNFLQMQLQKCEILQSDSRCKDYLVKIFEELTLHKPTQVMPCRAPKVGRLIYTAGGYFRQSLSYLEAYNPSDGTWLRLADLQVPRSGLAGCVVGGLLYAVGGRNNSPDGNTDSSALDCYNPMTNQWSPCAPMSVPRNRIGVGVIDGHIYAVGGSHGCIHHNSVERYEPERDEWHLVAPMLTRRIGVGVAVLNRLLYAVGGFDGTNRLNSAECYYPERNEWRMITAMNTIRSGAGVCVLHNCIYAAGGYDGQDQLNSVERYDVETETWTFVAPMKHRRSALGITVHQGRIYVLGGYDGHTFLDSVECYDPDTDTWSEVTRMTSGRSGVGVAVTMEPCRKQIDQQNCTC
RTF Ca sens inh – cardiac RTF calcium desensitization; 340,000 tested, 0.12% active; P19429+P45379; IANBD-labeled cardiac RTF, Ca2+ fluorescence; inhibition, % at 7.15 µM;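 active means inhibition above the mean inhibition of all tested compounds plus 3 SD, cut at about 17% in these data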;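 further: assay run at fixed EC70 calcium of 1.6 mM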
V-ATPase pHluor – alters yeast V-ATPase proton transport | S. cerevisiae, pHLuorin cytosolic pH fluorescence | response, % at 10 µM | AID 504577 | 350,000 tested, 0.37% active; in the data active means response mostly above about 7.3%, no sharp cut-off; inactive means mostly below about 5.4%; further: actives read high; inactives centre near 0; some compounds called inactive have numbers as strong as hits; reference of the scale not given here
Starred values were filed as active, the others as inactive; / = not tested or not shown. Rows were taken by chance, and some 2.8% of all compounds hit somewhere here.

item	Molecule	V-ATPase pHluor	HTR5A inv ag	HTR5A ag ctr	Keap1 Nrf2 FP	RTF Ca sens inh	OPRM1-OPRD1 ag	LANA DNA inh	CAL-PDZ inh HTS	OPRM1-OPRD1 inv	RTF Ca sens act
1	CC(C)NC(=S)N/N=C1\CCCCc2ccccc21	-1	1	2	-4	-5	2.0	-0.2	0	-14	-4
2	CC1=C(C(=O)Nc2nc3ccccc3s2)C(c2ccco2)C(C#N)=C(SCC(=O)NC2CCCCC2)N1 (configuration not stated)	2	3	1	3	-3	26*	-0.3	-1	-130	-14
3	CCOC(=O)C1=C(COC(=O)c2ccc(OC(C)C)cc2)NC(=O)NC1C (configuration not stated)	1	-4	1	2	-5	1.1	-3.2	-3	-7	-1
4	CN(C)CCCNS(=O)(=O)c1ccc(Oc2ncc(C(F)(F)F)cc2Cl)cc1	-5	21	-2	-1	10	-0.2	0.9	-1	1	1
5	O=C(CCc1ccccc1)NNC(=O)COc1ccccc1Cl	-3	7	-2	2	-4	1.5	-1.2	/	-12	-2
6	O=C(OCc1c(-c2ccccc2)ncc2ccccc12)c1ccc(C(F)(F)F)cc1	0	12	-5	-1	-13	1.4	-2.4	-3	-7	-7
7	COc1cccc(NC(=O)COC(=O)/C=C/c2ccco2)c1	-4	11	-4	2	-9	-3.2	0.3	1	13	7
8	COc1ccc(CNC(=O)C2(CC3CC(c4ccccc4)=NO3)CCN(C(=O)CCCCCBr)CC2)cc1 (configuration not stated)	5	-16	2	-4	-7	-0.9	-2.7	-1	5	-4
9	Nc1nc(Cl)c2ncn(C3OC(CO)C(O)C3O)c2n1 (configuration not stated)	3	7	-2	-4	2	-3.6	2.2	1	18	-1
10	Cc1ccc(NC(=O)CN2C(=O)NC(Cc3ccccc3)C2=O)cc1Cl (configuration not stated)	2	-25	10	-6	-9	5.2	0.7	-4	-21	0
11	CCOc1ccc(NC(=O)COC(=O)c2ccc3c(c2)C(=O)N(CCc2ccccc2)C3=O)cc1	-3	32	2	1	-1	0.2	-0.3	-5	-1	-3
12	COc1ccccc1N(C)S(=O)(=O)c1ccc(C(=O)N(C)Cc2ccc(Cl)s2)cc1	1	18	-4	-2	0	-2.1	0.3	/	8	0
13	CCOC(=O)c1[nH]c2ccccc2c1NC(=O)c1ccc(S(=O)(=O)N2CCCCC2)cc1	-4	13	-4	-4	-2	-2.3	0.3	/	13	3
14	Cc1ccc(C)c(C2C(C#N)=C(N)Oc3cc(C)oc(=O)c32)c1 (configuration not stated)	2	7	4	-4	5	-1.6	2.4	-6	8	6
15	CCC(=O)N1c2ccc(S(=O)(=O)NC3CCCCC3)cc2CC1C (configuration not stated)	-3	-23	0	0	-9	-0.8	-0.9	-2	4	1
16	O=S1(=O)CCC(NC(=S)SCCOc2ccccc2)C1 (configuration not stated)	3	2	-1	-7	5	-0.1	1.5	-5	1	6
17	CCOc1ccc(CN2CCNC(=O)C2CC(=O)NCCc2cnccn2)cc1 (configuration not stated)	-1	24	-4	-5	-1	-2.9	0.6	0	15	0
18	O=C(COC(=O)c1ccc(O)cc1)Nc1cc(C(F)(F)F)ccc1Cl	-1	0	10	-1	-1	3.0	0.9	-12	-16	-1
19	Cc1ccc2c(c1)c1c(n2CC(O)Cn2nc(C)c(Br)c2C)C(=O)CCC1 (configuration not stated)	1	-17	6	-3	8	-1.1	0.6	-2	6	-7
20	COc1ccc(OC)c(NC(=O)CN2C(=O)C(C)N(c3ccc(C)cc3)C2=O)c1 (configuration not stated)	-8	6	-2	-1	-12	-0.2	-0.6	/	1	-4
21	Cc1ccccc1Oc1ncnc2sccc12	2	-18	3	-1	-4	-3.5	-0.4	/	18	-4
22	COc1ccc(NC(=O)N2CCCC(CCC(=O)N(C)CCc3ccccn3)C2)cc1 (configuration not stated)	-3	7	-2	-1	-1	-0.6	0.6	-6	3	6
23	CC(=O)Nc1cc(-c2ccc(Cl)cc2)nn1-c1ccccc1	-1	-67	1	-5	3	-2.6	-0.1	-2	15	5
24	COc1cccc(C(=O)N2CCN(S(=O)(=O)Cc3ccccc3)CC2)c1	1	-8	-4	-6	-3	-0.7	0.5	-2	4	-2
25	Cc1nc2c(C(=O)N3CCCCC3)cnn2c(C)c1Cc1ccccc1F	-1	-4	1	-4	-3	-3.2	-0.4	/	17	-1
26	COc1cccc(CNS(=O)(=O)c2ccc3c(c2)CC(C)N3C(=O)C2CC2)c1 (configuration not stated)	-4	25	-2	3	-7	-1.1	-0.8	-3	6	0
27	C=CCn1cccc(C(=O)Nc2ccc(F)cc2)c1=O	-1	-6	2	1	-11	-1.2	/	29	6	1
28	CCOC(=O)C1=C(COC(=O)CCNS(=O)(=O)c2ccc(C)c(C)c2)NC(=O)NC1C (configuration not stated)	-1	11	-5	-4	-3	0.2	1.9	-4	-1	-2
29	CCN(c1ccccc1)S(=O)(=O)c1ccc(C(=O)NNC(=O)c2ccccc2F)cc1	0	13	-5	-8	-2	-2.8	-1.0	-3	12	-1
30	CCOc1ccc(CCNC(=O)CCc2nnc3ccc(N4CCCC4)nn23)cc1OCC	-2	3	-1	-9	-7	-0.5	-0.4	/	2	15
31	Cn1cccc1CC(=O)N/N=C/C=C/c1ccco1	0	0	12	-1	15	-0.1	-2.9	0	0	-6
32	NS(=O)(=O)c1ccc(NC(=O)COC(=O)c2ncc(Cl)c(Cl)c2Cl)cc1	3	12	-3	1	-6	-1.1	-0.3	-1	6	-5
33	COC(=O)C1=C(C)N(C)C(=O)NC1c1ccc(O)c(Cl)c1 (configuration not stated)	5	6	-2	-1	2	-1.3	-1.6	-3	7	-1
34	CCOc1ccc(CNC(=O)c2ccc(Sc3ccc(Cl)cc3)c(NC(C)=O)c2)cc1	-6	-22	-2	-6	3	-0.5	0.3	-3	3	24
35	COc1ccc(NC(=O)O/N=C/c2ccccc2)cc1	0	-14	4	-4	0	-2.6	-0.9	-2	12	2
36	Cc1ccc(CSCC(=O)N(C)CC(=O)Nc2ccc(Cl)c(Cl)c2)cc1	0	-6	1	-3	-10	3.1	0.5	-4	-20	1

Compound profiles, as listed above. Order of screens: V-ATPase pHluor | HTR5A inv ag | HTR5A ag ctr | Keap1 Nrf2 FP | RTF Ca sens inh | OPRM1-OPRD1 ag | LANA DNA inh | CAL-PDZ inh HTS | OPRM1-OPRD1 inv | RTF Ca sens act
COc1ccc(NC(=O)O/N=C/c2ccccc2)cc1 as listed: 0 | -14 | 4 | -4 | 0 | -2.6 | -0.9 | -2 | 12 | 2
COc1cccc(CNS(=O)(=O)c2ccc3c(c2)CC(C)N3C(=O)C2CC2)c1 (configuration not stated) as listed: -4 | 25 | -2 | 3 | -7 | -1.1 | -0.8 | -3 | 6 | 0

(list continues)
item	Molecule	V-ATPase pHluor	HTR5A inv ag	HTR5A ag ctr	Keap1 Nrf2 FP	RTF Ca sens inh	OPRM1-OPRD1 ag	LANA DNA inh	CAL-PDZ inh HTS	OPRM1-OPRD1 inv	RTF Ca sens act
37	O=C(CNC(=O)c1ccc(Br)o1)Nc1cccc(S(=O)(=O)N2CCOCC2)c1	0	6	0	-2	-8	-1.1	-0.4	-2	7	-3
38	Cc1ccc2[nH]c(O)c(N=NC(=O)c3ccc(NS(=O)(=O)c4cccs4)cc3)c2c1	-5	2	-1	1	-12	-1.3	0.4	-5	7	-4
39	COC(=O)c1ccc(COC(=O)C23CC4CC(CC(O)(C4)C2)C3)o1	2	-8	-1	-1	-4	-1.1	-1.1	-5	6	-1
40	NS(=O)(=O)c1cc(C(=O)OCC(=O)NC2CC2)ccc1Cl	-2	-9	2	-2	2	-1.0	0.7	0	4	-4
41	Cc1ccccc1CN1CCN(C(=O)c2cccc3ccccc23)CC1	-3	-15	4	2	-5	1.6	-3.1	-6	-8	-3
42	O=C(O)C1CCN(C(=O)c2scc3c2OCCO3)CC1	3	8	2	-5	-1	-1.9	1.0	-5	10	-4
43	O=C(N/N=C/c1ccc(-c2cccc([N+](=O)[O-])c2)o1)c1cccs1	1	8	-3	-7	-16	4.3	4.4	-1	-25	4
44	CCCCN(CC)CCNC(=O)c1ccc2c(Cl)c3c(nc2c1)CCC3	-5	-8	2	3	5	2.6	-8.6	0	-13	-6
45	O=C(O)c1nccnc1C(=O)NCCc1c[nH]c2ccccc12	4	-5	16*	1	0	-3.4	0.6	0	18	0
46	COc1ccc(CNC(=O)CNS(=O)(=O)c2cccs2)cc1	0	1	0	-1	6	1.2	-0.7	-4	-10	-6
47	COc1ccccc1OCCNS(=O)(=O)c1ccc2oc3ccccc3c2c1	0	-16	4	-1	-12	4.5	0.0	-2	-23	-1
48	C=CCn1c(=NC(=O)CN2C(=O)CCC2=O)sc2cccc(OC)c21	0	-14	4	-2	-2	-1.2	-1.2	/	7	5
49	COc1ccccc1N(CC(=O)NCCSc1ccccc1)S(C)(=O)=O	1	1	0	-5	2	2.6	0.6	-3	-16	2
50	CCOc1ccc(NC(=O)CCC(=O)OC)cc1	1	-4	-1	1	-2	-2.0	-0.5	/	11	-1
51	COc1ccc(NC(=S)N2CCc3ccccc3C2)cc1OC	-2	2	2	5	-5	-0.9	-1.4	/	5	4
52	C/C(=C\c1ccccc1F)C(=O)c1c(C)cc(C)[nH]c1=O	3	-5	1	-2	-9	-1.6	-2.1	-2	7	0
53	COC(=O)COc1cccc(/C=N/NC(=O)CCSc2ccccc2)c1	-1	5	-2	0	7	-1.5	0.8	-4	9	-7
54	COc1ccc(Cl)cc1NC(=S)Nc1cccnc1	0	-14	1	-6	-1	-1.8	-1.4	/	9	5
55	C=CCn1c(-c2ccc(F)cc2)n[nH]c1=S	-1	1	3	-2	5	-1.9	-1.1	-2	10	3
56	O=C(CN(Cc1ccc2c(c1)OCO2)C(=O)CNS(=O)(=O)c1ccccc1)NCC1CCCO1 (configuration not stated)	1	8	4	-5	-4	-1.1	0.6	-5	5	-9
57	COc1ccc(C(=O)C2CCN(C(=O)c3ccc(OC)cc3)CC2)cc1	-1	-3	1	-1	-6	-1.1	0.2	74*	6	1
58	COc1ccc(NC(=O)CN(C)CCOc2ccc(Cl)cc2)cc1OC	5	7	-2	-10	-11	0.2	3.1	-3	-1	7
59	O=C(Nc1ccc(S(=O)(=O)NC2=NCCCCC2)cc1)c1ccccc1Cl	-4	6	-2	-2	-11	-0.7	-2.0	-6	4	3
60	Cc1nn(-c2nnc(C)c(=O)[nH]2)c(C)c1SCC(=O)Nc1ccc(F)cc1	-1	2	-4	0	5	-0.5	-1.1	-1	3	3
61	Cc1cc(N)n(-c2ccc(Oc3ccccc3)c(S(=O)(=O)O)c2)n1	0	20	-1	-3	-3	-1.4	10	-3	7	-2
62	CC(=O)Oc1cccc(N2C(=O)CC(Nc3ccc(N4CCOCC4)cc3)C2=O)c1 (configuration not stated)	2	23	7	2	0	0.5	-0.1	/	-2	1
63	CCOC(=O)CCC(=O)NCc1ccc2[nH]c(C)cc2c1	2	8	0	0	1	-0.2	-1.2	3	1	6
64	CSc1nc2ccccc2nc1N(C)S(=O)(=O)c1ccc(C)cc1	-1	2	-1	-6	2	4.3	-1.2	-2	-24	2
65	CC(CN1CCOCC1)OC(=O)c1cccs1 (configuration not stated)	0	-1	-1	0	-7	-2.8	-0.6	-1	16	-2
66	Fc1ccccc1OCCSc1ncnc2nc[nH]c12	0	-4	-4	-3	10	0.1	0.5	5	0	0
67	COc1cccc2cc(C(=O)c3ccc([N+](=O)[O-])cc3)oc12	4	-53	0	-3	3	3.9	2.4	0	-18	-2
